Compound activity (PubChem BioAssay)
mHTT-CaM PPI inh – mutant huntingtin-calmodulin interaction inhibitors – biochemical, AlphaScreen, primary screen | inhibition, % at 15 µM | 3.6% of 190,000 active | AlphaScreen His-mHTT/GST-CaM binding, luminescence | P42858;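 note: 0% = both proteins with DMSO and 100% = one protein alone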
Target sequence (P42858 whole entry, looked up, stated change not applied): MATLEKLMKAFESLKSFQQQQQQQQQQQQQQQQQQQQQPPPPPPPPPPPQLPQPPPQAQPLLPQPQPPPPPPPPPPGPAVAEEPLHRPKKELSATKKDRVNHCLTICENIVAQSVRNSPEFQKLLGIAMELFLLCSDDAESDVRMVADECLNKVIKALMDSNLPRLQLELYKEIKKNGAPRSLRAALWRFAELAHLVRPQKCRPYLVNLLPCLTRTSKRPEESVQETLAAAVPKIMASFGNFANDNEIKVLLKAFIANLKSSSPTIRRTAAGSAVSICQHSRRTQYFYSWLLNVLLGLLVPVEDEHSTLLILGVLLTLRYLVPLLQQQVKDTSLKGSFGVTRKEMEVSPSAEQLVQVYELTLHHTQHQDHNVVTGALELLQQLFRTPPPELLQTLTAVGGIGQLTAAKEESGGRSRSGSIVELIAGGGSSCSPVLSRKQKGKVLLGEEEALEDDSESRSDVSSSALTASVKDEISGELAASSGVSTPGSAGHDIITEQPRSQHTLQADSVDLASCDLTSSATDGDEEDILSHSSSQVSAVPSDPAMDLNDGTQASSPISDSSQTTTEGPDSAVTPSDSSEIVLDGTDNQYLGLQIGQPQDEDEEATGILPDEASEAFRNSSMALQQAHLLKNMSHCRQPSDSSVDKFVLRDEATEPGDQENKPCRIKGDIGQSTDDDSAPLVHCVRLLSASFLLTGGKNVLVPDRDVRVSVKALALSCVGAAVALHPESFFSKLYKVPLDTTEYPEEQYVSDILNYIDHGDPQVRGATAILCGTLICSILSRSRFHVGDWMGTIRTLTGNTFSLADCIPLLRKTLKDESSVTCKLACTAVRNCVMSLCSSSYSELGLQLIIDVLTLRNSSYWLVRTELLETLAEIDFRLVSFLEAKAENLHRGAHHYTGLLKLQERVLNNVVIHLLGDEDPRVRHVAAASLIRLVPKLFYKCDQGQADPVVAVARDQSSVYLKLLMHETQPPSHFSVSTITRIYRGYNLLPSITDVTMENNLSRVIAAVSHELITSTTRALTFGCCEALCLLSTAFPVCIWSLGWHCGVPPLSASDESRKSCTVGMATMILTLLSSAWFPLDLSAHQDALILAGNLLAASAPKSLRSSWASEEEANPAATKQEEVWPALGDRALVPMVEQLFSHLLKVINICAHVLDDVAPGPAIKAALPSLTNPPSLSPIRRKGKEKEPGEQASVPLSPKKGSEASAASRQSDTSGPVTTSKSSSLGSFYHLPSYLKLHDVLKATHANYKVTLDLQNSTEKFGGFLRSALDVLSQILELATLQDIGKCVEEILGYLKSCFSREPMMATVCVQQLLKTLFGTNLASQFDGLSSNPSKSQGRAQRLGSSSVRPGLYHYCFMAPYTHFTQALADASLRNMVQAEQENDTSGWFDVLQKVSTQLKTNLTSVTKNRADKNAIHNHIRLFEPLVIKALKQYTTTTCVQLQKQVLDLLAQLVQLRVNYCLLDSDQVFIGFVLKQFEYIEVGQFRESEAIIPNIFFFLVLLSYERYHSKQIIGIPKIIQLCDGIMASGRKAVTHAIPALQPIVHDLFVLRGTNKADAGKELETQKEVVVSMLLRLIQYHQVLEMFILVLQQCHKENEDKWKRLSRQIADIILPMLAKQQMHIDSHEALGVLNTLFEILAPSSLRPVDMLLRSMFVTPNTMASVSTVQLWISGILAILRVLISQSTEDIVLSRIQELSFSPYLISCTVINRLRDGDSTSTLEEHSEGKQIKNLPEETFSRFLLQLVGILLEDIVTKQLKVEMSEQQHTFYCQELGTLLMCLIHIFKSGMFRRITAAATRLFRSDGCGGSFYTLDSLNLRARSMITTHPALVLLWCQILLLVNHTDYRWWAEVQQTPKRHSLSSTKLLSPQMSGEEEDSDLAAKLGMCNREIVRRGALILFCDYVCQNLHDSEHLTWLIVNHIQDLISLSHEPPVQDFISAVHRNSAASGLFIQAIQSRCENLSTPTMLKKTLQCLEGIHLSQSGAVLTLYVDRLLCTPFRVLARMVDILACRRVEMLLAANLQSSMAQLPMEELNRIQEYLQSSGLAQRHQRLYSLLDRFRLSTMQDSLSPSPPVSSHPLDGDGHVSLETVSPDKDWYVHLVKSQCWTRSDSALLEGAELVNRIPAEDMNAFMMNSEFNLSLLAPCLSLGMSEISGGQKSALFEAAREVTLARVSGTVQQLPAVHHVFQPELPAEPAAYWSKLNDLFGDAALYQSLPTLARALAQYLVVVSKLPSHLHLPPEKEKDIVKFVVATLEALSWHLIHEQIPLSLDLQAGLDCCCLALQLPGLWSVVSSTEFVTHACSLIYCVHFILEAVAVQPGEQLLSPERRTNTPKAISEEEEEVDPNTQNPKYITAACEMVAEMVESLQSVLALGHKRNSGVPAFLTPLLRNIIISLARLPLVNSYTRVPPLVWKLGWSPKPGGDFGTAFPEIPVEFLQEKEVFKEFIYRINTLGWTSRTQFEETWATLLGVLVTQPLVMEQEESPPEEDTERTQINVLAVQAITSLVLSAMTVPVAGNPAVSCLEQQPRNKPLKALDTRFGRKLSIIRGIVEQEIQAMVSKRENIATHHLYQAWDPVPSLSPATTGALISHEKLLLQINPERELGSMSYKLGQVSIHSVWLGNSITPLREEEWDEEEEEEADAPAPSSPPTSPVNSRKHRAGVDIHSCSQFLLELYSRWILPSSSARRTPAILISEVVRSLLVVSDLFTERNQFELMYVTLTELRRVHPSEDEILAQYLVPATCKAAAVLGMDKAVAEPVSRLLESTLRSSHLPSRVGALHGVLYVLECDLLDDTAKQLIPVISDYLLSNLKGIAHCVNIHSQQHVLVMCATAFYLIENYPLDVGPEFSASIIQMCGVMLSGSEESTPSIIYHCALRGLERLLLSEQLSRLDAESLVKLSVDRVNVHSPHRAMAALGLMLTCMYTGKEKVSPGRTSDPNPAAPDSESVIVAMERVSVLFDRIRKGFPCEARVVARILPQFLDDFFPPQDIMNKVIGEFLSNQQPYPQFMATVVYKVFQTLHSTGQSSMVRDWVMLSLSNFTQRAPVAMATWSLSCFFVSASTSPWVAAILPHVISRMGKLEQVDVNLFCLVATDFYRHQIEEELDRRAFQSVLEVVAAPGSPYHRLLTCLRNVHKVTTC
Pf apPOL inh – Pf-apPOL inhibitors, biochemical, fluorescence; Recombinant Pf-apPOL, molecular beacon fluorescence, 1.5 h; inhibition, % at 10 µM; 0.25% of 210,000 active; AID 1794808, 2022
Numbers without * were called inactive; · = not tested or not shown; & = joins results of further samples. Cut-off read from the data, not from the text of the source: active = inhibition above about 50%; inactive = the rest.

Results follow in this order: mHTT-CaM PPI inh | Pf apPOL inh
1: O=C(NCCCc1ccccc1)N(CCc1cccs1)C1CC1
    -26.6 | -15.9
2: Cc1cc(Br)c(S(=O)(=O)NCc2cccnc2)cc1C
    3.0 | 0.9
3: CS(=O)(=O)N(CC(=O)NC1CC2CCC1C2)c1cccc(Cl)c1Cl (stereo not drawn)
    -0.2 | -4.5
4: CNC(=O)N1CCCC(c2cccc(C(=O)NCc3ccc(F)cc3)c2)C1 (stereo not drawn)
    -1.9 | 0.6
5: CC1=C(C#N)c2nc(N)c(C#N)c(C)c2/C1=C/c1cccc([N+](=O)[O-])c1
    12.0 | 4.3
6: O=C(CCc1csc(NC(=O)c2ccc(F)cc2)n1)NCc1nc2ccccc2[nH]1
    -5.0 | -8.5
7: COc1ccc(/C=C2/C(=O)N(c3ccccc3)N=C2C)cc1OC
    13.0 | 8.2
8: CCC(=O)NCc1csc(C2CCN(C(=O)Cc3cccc(F)c3)CC2)n1
    -0.6 | -1.7
9: Cc1cccc(-c2cc(C3CCN(S(=O)(=O)c4cccc(C#N)c4)CC3)[nH]n2)c1
    7.8 | -4.7
10: Cc1ccc2ncc(NC(=O)c3cccs3)c(=O)n2c1
    0.9 | -11.0
11: O=C1CSC(c2ccc([N+](=O)[O-])cc2)N1c1ccc(O)cc1 (stereo not drawn)
    11.0 | -0.9
12: COc1ccc(C2=NOC(C(=O)Nc3cccc(C(F)(F)F)c3)C2)cc1OC (stereo not drawn)
    14.7 | -3.3
13: C=CCn1cnc2ccc(Br)cc2c1=O
    -6.8 | ·
14: Cc1ccc(C(=O)NCCc2csc3nc(-c4cccs4)nn23)cc1[N+](=O)[O-]
    17.0 | -1.3
15: N#Cc1c(N=CC2C(=O)c3ccccc3C2=O)sc2c1CCCC2
    4.0 | -3.8
16: O=C(C1CC1)N1CCC(COCc2ccccc2)CC1
    -9.7 | -12.6
17: Cc1ccccc1C(=O)N1CCN(c2ccc(F)c(Cl)c2)C(=O)C1C (stereo not drawn)
    -1.0 | -3.1
18: COCCn1c(C2CCN(C(=O)c3cc(F)cc(F)c3)C2)nc2cccnc21 (stereo not drawn)
    -3.4 | -5.5
19: Cc1ccc(S(=O)(=O)C2(C(=O)NCc3ccc(F)cc3)CC2)cc1
    -6.0 | 0.4
20: O=C(NCc1cccc(F)c1)c1cnn2c3c(cnc12)CCCCCC3
    -6.3 | -3.7
21: COC(=O)c1ccc(C=NNc2ccc(C(F)(F)F)cc2)n1-c1ccc(F)cc1
    · | -3.4&-8.1
22: CN1C(=O)C2(c3ccccc31)N1CC3(C)CN2CC(C)(C1)C3=O (stereo not drawn)
    -3.0 | -1.8
23: CCc1ccccc1NC(=O)c1c(Cl)nc(C)c(Cl)c1C
    0.0 | -3.4
24: N=C1NC(=O)/C(=C\c2ccc(OCc3ccc(F)cc3)cc2)S1
    6.0 | -1.0
25: Cc1ccc(S(=O)(=O)N(CC(=O)O)c2ccc(Cl)cc2C)cc1
    2.9 | -3.4
26: O=C(CCCN1CCN2CCCCCC2C1)c1ccc(F)cc1 (stereo not drawn)
    -6.7 | 8.8
27: COc1ccc(NC(=O)C2CCN(c3cc(N4CCSCC4)ncn3)CC2)cc1OC
    6.7 | -13.8
28: CCC(=O)N1CCc2cc(N3CC(C(=O)NCc4cccc(C)c4)CC3=O)ccc21 (stereo not drawn)
    -4.2 | -3.8
29: CS(=O)(=O)c1ccc(N2CC(c3nnc(NC(=O)C4CCCCC4)o3)CC2=O)cc1 (stereo not drawn)
    -4.0 | -4.7
30: CC(C(=O)NCc1ccncc1)N1C(=O)c2ccccc2C1=O (stereo not drawn)
    -8.7 | -2.0

Single values from the results shown.
Value of cpd 11 in Pf apPOL inh: -0.9
Value of cpd 14 in Pf apPOL inh: -1.3

The results go on:
Results follow in this order: mHTT-CaM PPI inh | Pf apPOL inh
31: Oc1ccc(Cl)cc1C1CC(c2ccc(Cl)cc2)=NC2(CCNCC2)N1 (stereo not drawn)
    66.4* | -5.9
32: CCOc1ccccc1/C=C1\N=C(c2ccccc2F)OC1=O
    4.0 | 1.2
33: COCC(=O)N1CCC(CCOc2ccc(F)cc2)CC1
    2.6 | -5.0
34: CCC(=O)Oc1ccc2c(c1)OC(=Cc1ccc(OC)c(OC)c1)C2=O
    39.8 | -4.0
35: Cc1ccc(N2C(=O)C3C4C=CC(C5CC45)C3C2=O)cc1[N+](=O)[O-] (stereo not drawn)
    1.0 | 26.4
36: Cc1ccn2cc(C(=O)NCc3ccc4c(c3)OCO4)nc2c1
    -5.4 | -0.7
37: O=C(NCc1ccc(F)cc1)c1nnn(-c2ccc(F)cc2)c1-c1ccncc1
    -4.7 | -3.3
38: CC(C)Cn1c(-c2cccc(C(=O)N3CCCC3)c2)nc2cccnc21
    -6.7 | -3.0
39: c1cc2c(cc1CN1CCCCC1)OCO2
    -4.5 | 2.9
40: Cc1nc(-c2ccc(-c3csc(-c4cnccc4C(F)(F)F)n3)cc2)no1
    · | 1.2
41: Cc1c(NS(=O)(=O)c2ccccc2[N+](=O)[O-])c(=O)n(-c2ccccc2)n1C
    -3.0 | 0.0
42: O=C(Nc1nccs1)[C@@H]1CC=C[C@@H]2CCN(C3CCCCC3)C(=O)[C@@H]21
    3.3 | -2.2
43: CSc1ccc(S(=O)(=O)NCc2ccncc2)cc1
    2.1 | -5.4
44: O=C(NC1CC2CC1N(C(=O)COc1cccc(Cl)c1)C2)c1cccnc1 (stereo not drawn)
    4.6 | -5.0
45: O=C(c1ccc(F)c(Cl)c1)N1CCCN(Cc2nc3ccccc3o2)CC1
    48.7 | -4.6
46: O=C(Nc1cccc(Cl)c1)Nc1cccc(-c2ccc3nncn3n2)c1
    -4.1 | -0.3
47: Cc1[nH]nc(-n2cnc3ccccc32)c1[N+](=O)[O-]
    1.9 | 1.9
48: CCCCCNC(=O)c1nnn(-c2cccc(C(F)(F)F)c2)c1N
    -12.0 | -4.4
49: CCCCN(C)S(=O)(=O)c1cc(C(=O)Nc2ccc(Cl)c(Cl)c2)ccc1F
    -17.0 | -4.7
50: Cc1c(N=Cc2ccc(N(C)C)c(Br)c2)c(=O)n(-c2ccccc2)n1C
    -6.0 | 2.8
51: COc1ccc(C2CC(=O)C3=C(C2)Nc2ccccc2NC3c2ccccc2C)cc1 (stereo not drawn)
    30.0 | 0.6
52: NC(CC(=O)Nc1ccc(F)c(F)c1F)=NO
    · | 0.6
53: COc1cc(N=C(C)c2c(C)[nH]n(-c3nc4ccccc4s3)c2=O)cc(OC)c1
    5.0&8.9 | -1.5&-8.3
54: N#Cc1cccc(CN2CCC(c3nncn3-c3ccccc3)CC2)c1
    9.0 | -2.4
55: C=CCn1c(=N)n(CC(O)c2ccc(Br)cc2)c2ccccc21 (stereo not drawn)
    5.8 | -3.2
56: Cc1cccc(CN2CCCn3nc(C(=O)Nc4cccc(Cl)c4C)cc3C2=O)c1
    -3.1 | -3.0
57: c1ccc(Oc2cccc3cccnc23)nc1
    · | 10.1
58: Cc1nccn1-c1ccc(CNC(=O)c2ccccn2)cc1
    0.1 | -3.0
59: N#CC1=C(N)OC2=C(C(=O)CC(c3ccccc3)C2)C1c1ccsc1 (stereo not drawn)
    5.7 | 1.4
60: CCS(=O)(=O)Nc1ccc(C2(C(=O)NCc3cc(F)cc(F)c3)CCCCC2)cc1
    -8.2 | -2.7

Next part
Results follow in this order: mHTT-CaM PPI inh | Pf apPOL inh
61: COC(=O)c1scc(-c2ccc(C)cc2)c1S(=O)(=O)N1CCCCC1
    -3.9 | -2.5
62: CC(C)c1ccc(NC(=O)c2ccco2)cc1
    -4.3 | -9.8
63: CC(C)(C)OC(=O)N1Cc2ccccc2C[C@@H]1C(=O)NCCN1CCOCC1
    · | 5.0
64: O=C1OC(c2ccccc2F)=N/C1=C/c1cc(Cl)ccc1O
    5.0 | 0.1
65: O=C(NCCSc1c[nH]c2ccccc12)c1cc2ccccc2oc1=O
    25.0 | -1.5
66: CCCC1c2cccn2CCN1C(=O)NCCOC (stereo not drawn)
    18.2 | -9.5
67: CN(CC1(C)CCOCC1)S(=O)(=O)c1cccc(F)c1
    -6.1 | -4.9
68: Cc1cccc(CC(=O)N2CCc3nc(CNC(=O)C4CCC4)n(C)c3C2)c1
    4.8 | 0.3
69: CCC(Nc1c2c(nc3ncnn13)CCC2)c1ccccc1 (stereo not drawn)
    -1.3 | -0.7
70: COc1cccc(CNC(=O)C2(S(=O)(=O)c3ccc(Cl)cc3)CC2)c1
    -9.0 | 0.1
71: NC(=O)c1cc(-c2ccccc2F)nc2ccccc12
    -0.6 | 3.3
72: O=C(COc1ccc(Cl)cc1Br)NCc1ccc2c(c1)OCO2
    6.0 | -9.8
73: COc1ccc(C(=O)N2CCN(C3CCC(c4ccccc4)CC3)CC2)cc1OC (stereo not drawn)
    23.8 | 0.1
74: Fc1cc(F)c2nc(NCC3CCCO3)sc2c1 (stereo not drawn)
    -13.3 | -14.7
75: COc1ccc(OC)c(C2CC(c3ccc(Br)cc3)=NN2C(C)=O)c1 (stereo not drawn)
    42.0 | 5.6
76: O=C1C2CCCN2C(c2ccc(F)cc2)N1c1cccc(Cl)c1 (stereo not drawn)
    -11.5 | -3.8
77: CC1(C)OC(C(Cl)(Cl)Cl)Nc2c(Br)cc(Br)cc21 (stereo not drawn)
    -54.0 | -2.2
78: COc1cccc(C2=NOC(C(=O)NC3CCCCC3)C2)c1OC (stereo not drawn)
    9.9 | -6.3
79: COc1ccc(CC(=O)N2CCC3(CC2)CC(=O)c2ccccc2O3)cc1OC
    9.7 | -6.8
80: CC(=O)NCCc1csc(C2CCN(C(=O)C3CCCCC3)CC2)n1
    1.6 | -6.6
81: COc1ccc2c(c1)N(C)/C(=C/c1cccc[n+]1C)S2
    6.0 | -6.3
82: Cc1cccc(NC(=O)N2CCN(Cc3nc4cccnc4n3-c3ccccc3)CC2)c1C
    -1.5 | -0.4
83: N#CC1=C(N)Oc2n[nH]c(-c3ccccc3)c2C1c1ccc([N+](=O)[O-])cc1 (stereo not drawn)
    31.0 | -2.0
84: CCN(CC)C(=O)c1cncc(C(=O)N(CC)CC)c1-c1ccccc1
    3.0 | -4.5
85: O=[N+]([O-])c1ccc(CN2CCN(c3cccc(Cl)c3)CC2)o1
    6.8 | -1.8
86: COCCOC(=O)CC1NCCNC1=O (stereo not drawn)
    -1.2 | -6.2
87: Cc1sc2ccn(C)c(=O)c2c1C(=O)Nc1ccccc1
    3.4 | 3.4
88: O=C(c1ccc(Cl)cc1)n1ccc(-c2cccc([N+](=O)[O-])c2)n1
    · | -0.4&-0.3
89: CCOc1ccccc1NC(=O)Nc1ccc2c(c1)CCCN2C(=O)c1cccs1
    14.1 | -0.7
90: COc1ccc(NC(=O)C2CC2)c2ncccc12
    10.6 | -1.5

More records follow.
entry	canonical_smiles	mHTT-CaM PPI inh	Pf apPOL inh
91	Cc1ccccc1C(=O)N1CCCCC1CO (stereo not drawn)	5.2	0.1
92	CCN(CC)C(=O)c1cnn2c3c(cnc12)CCCCCC3	-0.8	0.1
93	O=C(NCCn1nc(-n2cccn2)ccc1=O)c1ccccc1C(F)(F)F	-8.4	-8.6
94	CCOC(=O)N1CCN(C(=O)C2CC(c3ccc(F)cc3)=NO2)CC1 (stereo not drawn)	100.1*	-2.4
95	Cn1c(=O)c2c(nc(N=Nc3c(O)[nH]c4ccccc34)n2Cc2ccc(Cl)c(Cl)c2)n(C)c1=O	·	2.3
96	Nc1cc(C2CCN(C(=O)c3ccccc3F)CC2)no1	-15.1	0.4
97	Cc1nn(C(=O)Cc2ccccc2)c(C)c1Sc1ccccc1[N+](=O)[O-]	19.0	-3.4

Grouped by structure, those above containing a Cl atom.
entry	canonical_smiles	mHTT-CaM PPI inh	Pf apPOL inh
3	CS(=O)(=O)N(CC(=O)NC1CC2CCC1C2)c1cccc(Cl)c1Cl (stereo not drawn)	-0.2	-4.5
17	Cc1ccccc1C(=O)N1CCN(c2ccc(F)c(Cl)c2)C(=O)C1C (stereo not drawn)	-1.0	-3.1
23	CCc1ccccc1NC(=O)c1c(Cl)nc(C)c(Cl)c1C	0.0	-3.4
25	Cc1ccc(S(=O)(=O)N(CC(=O)O)c2ccc(Cl)cc2C)cc1	2.9	-3.4
31	Oc1ccc(Cl)cc1C1CC(c2ccc(Cl)cc2)=NC2(CCNCC2)N1 (stereo not drawn)	66.4*	-5.9
44	O=C(NC1CC2CC1N(C(=O)COc1cccc(Cl)c1)C2)c1cccnc1 (stereo not drawn)	4.6	-5.0
45	O=C(c1ccc(F)c(Cl)c1)N1CCCN(Cc2nc3ccccc3o2)CC1	48.7	-4.6
46	O=C(Nc1cccc(Cl)c1)Nc1cccc(-c2ccc3nncn3n2)c1	-4.1	-0.3
49	CCCCN(C)S(=O)(=O)c1cc(C(=O)Nc2ccc(Cl)c(Cl)c2)ccc1F	-17.0	-4.7
56	Cc1cccc(CN2CCCn3nc(C(=O)Nc4cccc(Cl)c4C)cc3C2=O)c1	-3.1	-3.0
64	O=C1OC(c2ccccc2F)=N/C1=C/c1cc(Cl)ccc1O	5.0	0.1
70	COc1cccc(CNC(=O)C2(S(=O)(=O)c3ccc(Cl)cc3)CC2)c1	-9.0	0.1
72	O=C(COc1ccc(Cl)cc1Br)NCc1ccc2c(c1)OCO2	6.0	-9.8
76	O=C1C2CCCN2C(c2ccc(F)cc2)N1c1cccc(Cl)c1 (stereo not drawn)	-11.5	-3.8
77	CC1(C)OC(C(Cl)(Cl)Cl)Nc2c(Br)cc(Br)cc21 (stereo not drawn)	-54.0	-2.2
85	O=[N+]([O-])c1ccc(CN2CCN(c3cccc(Cl)c3)CC2)o1	6.8	-1.8
88	O=C(c1ccc(Cl)cc1)n1ccc(-c2cccc([N+](=O)[O-])c2)n1	·	-0.4&-0.3
95	Cn1c(=O)c2c(nc(N=Nc3c(O)[nH]c4ccccc34)n2Cc2ccc(Cl)c(Cl)c2)n(C)c1=O	·	2.3

Whole records, looked up by structure:
`Cn1c(=O)c2c(nc(N=Nc3c(O)[nH]c4ccccc34)n2Cc2ccc(Cl)c(Cl)c2)n(C)c1=O` in the list: mHTT-CaM PPI inh: ·; Pf apPOL inh: 2.3
`CC(C)c1ccc(NC(=O)c2ccco2)cc1` in the list: mHTT-CaM PPI inh: -4.3; Pf apPOL inh: -9.8
